STEP block = STEP (human) phosphatase inhibition. P54829. recombinant STEP, OMFP fluorogenic substrate, fluorescence. inhibition, % at 20 µM. 0.25% of 360,000 active;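 active = inhibition at 20 µM, scaled per plate between control wells, above about 37%, limit read from the data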;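 also: 0% = DMSO with enzyme and substrate and 100% = substrate only without enzyme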
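Test system: STEP tyrosine phosphatase / Reagent: OMFP at 25 µM / Doses: 20 µM, 1% DMSO / Read-out: percent inhibition scaled to no-enzyme and uninhibited-enzyme controls, plate-pattern corrected / Detection: FITC-channel fluorescence of OMFP product / Medium: Bis-Tris buffer pH 6.0, 2.5 mM DTT, 0.005% Tween 20 / Schedule: 20 min at room temperature, dark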
Rpn11 inh = Rpn11 (human) deubiquitinase inhibition | human 26S proteasome, Ub4-pepOG fluorescence polarization; 20S core pre-blocked with epoxomicin | O00487 | 0.59% of 360,000 active | calls only at 20 µM;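 active = inhibition at 20 µM, scaled to each plate's controls, above about 33%, limit read from the data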
Target sequence (O00487 whole entry, looked up): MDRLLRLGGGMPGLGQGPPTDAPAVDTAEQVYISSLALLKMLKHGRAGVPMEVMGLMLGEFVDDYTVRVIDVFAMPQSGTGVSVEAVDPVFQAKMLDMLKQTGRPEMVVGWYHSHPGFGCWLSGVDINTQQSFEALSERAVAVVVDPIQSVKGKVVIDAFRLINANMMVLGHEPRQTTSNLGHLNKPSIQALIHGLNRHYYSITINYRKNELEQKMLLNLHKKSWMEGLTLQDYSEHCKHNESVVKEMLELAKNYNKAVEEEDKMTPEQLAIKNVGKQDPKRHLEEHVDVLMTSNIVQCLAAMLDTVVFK
SUMO1 PPI mod = modulators of human SUMO1-mediated protein-protein interactions. P63165. SUMO1 binding to a labelled peptide, TR-FRET, 1 h. inhibition, % at 20 µM. 0.33% of 360,000 active. AID 602429; in the data active = inhibition above about 37%
Target sequence (P63165 whole entry, looked up): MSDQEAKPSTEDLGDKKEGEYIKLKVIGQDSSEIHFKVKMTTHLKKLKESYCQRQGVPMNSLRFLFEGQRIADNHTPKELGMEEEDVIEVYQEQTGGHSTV
SKN-1 inh = inhibitors of C. elegans SKN-1; C. elegans VP596 Pgst-4::GFP/RFP ratio, acrylamide-induced, 24 h; inhibition, % at 21.8 µM; 0.49% of 360,000 active;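 active = interference check ratio from 0.5 to 1.5 plus GFP to RFP signal ratio inhibition reaching or exceeding a fixed threshold, cut at about 30% in these data, passing the limit was not always enough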; also: some compounds called inactive have numbers as strong as hits
DNMT1 block = blocks human DNA methyltransferase DNMT1 | 0.83% of 360,000 active | P26358 | inhibition (reported as % activation of signal), % at 10 µM | DNMT1 molecular beacon, Hinp1I cleavage, fluorescence; in the data active = inhibition above about 50%
Scp-1 inhibitor = Scp-1 (human) phosphatase inhibition; Recombinant Scp1, phosphopeptide, malachite green phosphate absorbance; inhibition, % at 20 µM; 0.88% of 340,000 active;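 active = inhibition above about 50% at 20 µM, limit read from the data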;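 also: plate controls were DMSO wells with enzyme for no effect and wells lacking enzyme for full effect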
Target sequence (Q9GZU7 76-261 limits assumed): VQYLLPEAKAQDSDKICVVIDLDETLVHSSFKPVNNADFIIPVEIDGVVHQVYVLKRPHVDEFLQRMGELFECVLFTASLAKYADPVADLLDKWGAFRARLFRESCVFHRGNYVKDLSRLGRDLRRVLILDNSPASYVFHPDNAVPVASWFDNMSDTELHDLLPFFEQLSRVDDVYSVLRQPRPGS
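Material: truncated SCP-1 phosphatase (76-261aa) / Buffer or medium: 50 mM Tris acetate pH 5.5, 0.005% Tween-20, 10 mM MgCl2 / Compound dosing: one concentration, 20 µM, with 1.0% DMSO / Incubation: 45 min room-temperature reaction, 5 min colour, 30 min stabiliser / Detection: colorimetric free-phosphate detection, absorbance 630 nm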
MT1-MMP act inh = inhibitors of human MT1-MMP activation; GFP/RFP ratio change, % at 20 µM; 0.061% of 360,000 active; HT1080 RFP-PRO-GFP cells, GFP/RFP ratio fluorescence, overnight; percent of plate control window, DMSO zero; AID 651647; P50281;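 active = GFP/RFP ratio change of at least 30% with cell ATP level not reduced by more than half and red fluorescence within 50% of control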; also: strong numbers were not always called active
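system = RFP-PRO-GFP reporter HT1080 cells | dosing = 20 µM single dose, 1% DMSO | timing = overnight cell settling, then overnight compound exposure, 37 °C, 5% CO2 | read-out basis = GFP/RFP fluorescence ratio | controls = DMSO and RFP-L50D-GFP cell wells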
CendR NRP1 mod = modulators of CendR peptide binding to human neuropilin-1. FAM-RPARPAR peptide binding to NRP-1, fluorescence polarization. inhibition, % at 25 µM. 0.85% of 360,000 active. O14786. AID 602438;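 active = inhibition or corrected inhibition above about 18%, plus a signal ratio from 0.5 to 1.5, limit read from the data, passing the limit was not always enough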; also: strong numbers were not always called active
LMPTP inh = LMPTP (human) inhibition; P24666; recombinant LMPTP-A, OMFP fluorogenic substrate, fluorescence intensity; inhibition, % at 20 µM; 0.22% of 360,000 active;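 active = compounds that cut the enzyme signal by at least half of the control window in the single-dose screen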;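 also: plate controls were DMSO wells with enzyme plus substrate for no effect and substrate without enzyme for full effect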
Target sequence (P24666 whole entry, looked up): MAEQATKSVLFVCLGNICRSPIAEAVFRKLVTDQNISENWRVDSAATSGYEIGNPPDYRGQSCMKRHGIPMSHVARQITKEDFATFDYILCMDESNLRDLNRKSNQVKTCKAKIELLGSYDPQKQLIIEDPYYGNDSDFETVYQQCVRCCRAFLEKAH
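material = LMPTP-A | quantity = 0.625 nM enzyme | reagent = OMFP substrate, 400 µM final | buffer or medium = Bis-Tris pH 6.0, DTT, detergent | detection = endpoint fluorescence intensity from OMFP dephosphorylation | dosing = single 20 µM dose | read-out basis = % inhibition relative to no-enzyme and uninhibited control wells | control set = no-enzyme and uninhibited controls | timing = 50 min at room temperature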
NadD inh = blocks S. aureus nicotinate mononucleotide adenylyltransferase | purified NadD enzyme, colorimetric absorbance read-out | inhibition, % at 20 µM | 0.78% of 360,000 active | AID 602399; in the data active = inhibition above about 26%; also: some compounds past the cut are filed as inactive
Active calls of the source: *; i = inactive; . = not tested or not shown; + = active, no number. Compounds as they come; about 3.9% have a hit in one of these screens.

SMILES	STEP block	Rpn11 inh	SUMO1 PPI mod	SKN-1 inh	DNMT1 block	Scp-1 inhibitor	MT1-MMP act inh	CendR NRP1 mod	LMPTP inh	NadD inh
O=C1CC2(CCN(C(=O)COc3ccccc3)CC2)Oc2ccccc21	2	i	3	30	-1	-9	-3	-1	0.3	-1
CC(=O)Nc1ccc(S(=O)(=O)NC2CCCCCC2)cc1	-1	i	2	8	-1	4	3	-2	-1.4	-4
O=C(CCCN1CCN(c2ccccc2)CC1)c1ccc(F)cc1	-1	i	2	12	-1	.	0	1	-1.0	-8
O=S(=O)(Nc1nc2ccccc2nc1NCC1CCCO1)c1ccc(F)cc1 (stereo not given)	1	i	3	6	1	0	-1	8	-3.3	1
COc1ccccc1CNC(=O)C(CCSC)NS(=O)(=O)c1ccc2c(c1)oc(=O)n2C (stereo not given)	-4	i	2	4	2	2	-1	-6	-1.5	-4
O=C(O)COc1ccccc1/C=N/NC(=O)Cc1csc(Nc2cccc(C(F)(F)F)c2)n1	-3	i	11	-1	2	3	2	-22	0.7	12
COc1ccccc1NC(=O)COc1ccccc1C(=O)Nc1ccccc1	-3	i	2	3	-2	-14	1	-5	0.5	-16
O=[N+]([O-])c1cccnc1NCCc1c[nH]c2ccccc12	-1	i	-9	-5	-3	-7	7	11	-0.3	-2
Cc1cc(C)nc(SCC(=O)c2ccc3c(c2)OCCO3)n1	0	i	-2	3	0	-8	7	-11	-1.0	-4
CC(C)c1ccccc1OCC(=O)NCC(c1cccs1)N1CCOCC1 (stereo not given)	2	i	0	12	-3	5	-7	2	1.5	2
CC1(C)CC(CC(=O)O)(c2ccccc2)CCO1 (stereo not given)	1	i	0	-15	5	1	2	5	-0.1	-3
NC(=O)CSc1nnc(-c2cccc(S(=O)(=O)N3CCCCC3)c2)o1	-4	i	4	-9	3	6	2	-2	-0.3	-3
CC1(C)CC(=O)C=C(Nc2ccccc2F)C1	4	i	2	15	-1	-10	1	6	0.3	3
Fc1c(F)c(F)c(/C=N/NC(=S)Nc2cccnc2)c(F)c1F	2	i	-7	6	-3	1	-1	17	-1.1	-3
CCO[C@@H]1OC(C(N)=O)=C[C@H](c2ccc(Br)cc2)[C@H]1CCCO	-3	i	4	15	2	0	1	14	-1.4	-7
O=C(NCc1cccnc1)c1ccc2c(c1)N(Cc1ccccc1)CCS2	2	i	3	8	-5	-2	-3	7	1.3	-1
O=C(NCc1ccccc1F)C1CCN(C(=O)Nc2ccc(F)cc2)CC1	-2	i	5	8	2	-8	0	0	0.0	0
CCNC(=O)/C(C#N)=C/c1c(N2CCN(Cc3ccc4c(c3)OCO4)CC2)nc2c(C)cccn2c1=O	2	i	-2	0	7	-2	-2	-3	0.1	2
CCC(=O)N/C(N)=N/c1nc(C)c2cc(OC)ccc2n1	4	i	-4	7	13	-9	-14	-8	1.3	-3
COCCNC(=O)CSc1nc2ccccc2c(=O)n1CCC(=O)N1CCN(c2ccccc2)CC1	2	i	2	2	-1	0	1	-16	-0.2	-5
CC(C)Cn1c(=O)c2ccccc2n2c(CCC(=O)NCc3ccccn3)nnc12	-2	i	1	6	-1	1	1	7	-2.7	-3
NC(=O)c1ccc[n+](Cc2ccccc2)c1	-3	i	-2	13	1	-11	1	-2	-1.8	3
O=C(CSc1ccsc1[N+](=O)[O-])N1CCN(c2ccccc2)CC1	7	i	-19	7	41	64*	-4	15	9.1	5
O=C(CCCCCNS(=O)(=O)c1ccc(Br)cc1)NCCN1CCOCC1	-4	i	3	2	3	-8	7	5	-0.3	-2
COc1ccc(/C(C)=N/NC(=O)c2ccc(N(C)C)cc2)cc1	-1	i	-5	-10	2	3	0	-3	1.0	-6

16 entries from above, with values under each structure:
Fields – STEP block	Rpn11 inh	SUMO1 PPI mod	SKN-1 inh	DNMT1 block	Scp-1 inhibitor	MT1-MMP act inh	CendR NRP1 mod	LMPTP inh	NadD inh
> CC(C)c1ccccc1OCC(=O)NCC(c1cccs1)N1CCOCC1 (stereo not given)
 : 2	i	0	12	-3	5	-7	2	1.5	2
> CC1(C)CC(CC(=O)O)(c2ccccc2)CCO1 (stereo not given)
 : 1	i	0	-15	5	1	2	5	-0.1	-3
> NC(=O)CSc1nnc(-c2cccc(S(=O)(=O)N3CCCCC3)c2)o1
 : -4	i	4	-9	3	6	2	-2	-0.3	-3
> CC1(C)CC(=O)C=C(Nc2ccccc2F)C1
 : 4	i	2	15	-1	-10	1	6	0.3	3
> Fc1c(F)c(F)c(/C=N/NC(=S)Nc2cccnc2)c(F)c1F
 : 2	i	-7	6	-3	1	-1	17	-1.1	-3
> CCO[C@@H]1OC(C(N)=O)=C[C@H](c2ccc(Br)cc2)[C@H]1CCCO
 : -3	i	4	15	2	0	1	14	-1.4	-7
> O=C(NCc1cccnc1)c1ccc2c(c1)N(Cc1ccccc1)CCS2
 : 2	i	3	8	-5	-2	-3	7	1.3	-1
> O=C(NCc1ccccc1F)C1CCN(C(=O)Nc2ccc(F)cc2)CC1
 : -2	i	5	8	2	-8	0	0	0.0	0
> CCNC(=O)/C(C#N)=C/c1c(N2CCN(Cc3ccc4c(c3)OCO4)CC2)nc2c(C)cccn2c1=O
 : 2	i	-2	0	7	-2	-2	-3	0.1	2
> CCC(=O)N/C(N)=N/c1nc(C)c2cc(OC)ccc2n1
 : 4	i	-4	7	13	-9	-14	-8	1.3	-3
> COCCNC(=O)CSc1nc2ccccc2c(=O)n1CCC(=O)N1CCN(c2ccccc2)CC1
 : 2	i	2	2	-1	0	1	-16	-0.2	-5
> CC(C)Cn1c(=O)c2ccccc2n2c(CCC(=O)NCc3ccccn3)nnc12
 : -2	i	1	6	-1	1	1	7	-2.7	-3
> NC(=O)c1ccc[n+](Cc2ccccc2)c1
 : -3	i	-2	13	1	-11	1	-2	-1.8	3
> O=C(CSc1ccsc1[N+](=O)[O-])N1CCN(c2ccccc2)CC1
 : 7	i	-19	7	41	64*	-4	15	9.1	5
> O=C(CCCCCNS(=O)(=O)c1ccc(Br)cc1)NCCN1CCOCC1
 : -4	i	3	2	3	-8	7	5	-0.3	-2
> COc1ccc(/C(C)=N/NC(=O)c2ccc(N(C)C)cc2)cc1
 : -1	i	-5	-10	2	3	0	-3	1.0	-6

Complete entries as entered above.
CCO[C@@H]1OC(C(N)=O)=C[C@H](c2ccc(Br)cc2)[C@H]1CCCO across the screens: STEP block = -3; Rpn11 inh = i; SUMO1 PPI mod = 4; SKN-1 inh = 15; DNMT1 block = 2; Scp-1 inhibitor = 0; MT1-MMP act inh = 1; CendR NRP1 mod = 14; LMPTP inh = -1.4; NadD inh = -7
O=C(NCc1ccccc1F)C1CCN(C(=O)Nc2ccc(F)cc2)CC1 across the screens: STEP block = -2; Rpn11 inh = i; SUMO1 PPI mod = 5; SKN-1 inh = 8; DNMT1 block = 2; Scp-1 inhibitor = -8; MT1-MMP act inh = 0; CendR NRP1 mod = 0; LMPTP inh = 0.0; NadD inh = 0

New compounds follow
SMILES	STEP block	Rpn11 inh	SUMO1 PPI mod	SKN-1 inh	DNMT1 block	Scp-1 inhibitor	MT1-MMP act inh	CendR NRP1 mod	LMPTP inh	NadD inh
Clc1ccccc1COc1ccc(/C=N/n2cnnc2)cc1	2	i	-4	3	0	-4	-1	-5	-0.1	-1
COc1cccc(NC(=O)Cn2c(=O)oc3ccccc32)c1	0	i	-3	7	-2	-3	-1	5	-0.6	-5
CC(=O)c1ccc(NC(=O)c2ccc(COc3ccccc3[N+](=O)[O-])o2)cc1	-1	+	2	-3	3	1	4	-2	5.7	-6
COc1ccccc1CNc1nc(NC(C)C)nc2ccsc12	3	i	5	8	-1	.	5	16	35	3
COc1ccc(/C(C)=N/NC(=O)c2nnn(-c3nonc3N)c2CN(C)c2ccccc2)cc1	0	i	1	21	5	-8	-1	12	-2.2	3
O=C(Nc1nnc(-c2cccs2)o1)c1ccco1	1	i	6	-2	2	-9	-1	-7	-1.8	5
Cc1cn([C@H]2C[C@H](O)[C@@H](CNC=O)O2)c(=O)[nH]c1=O	2	i	-2	-8	6	.	5	4	-1.4	-2
COc1ccccc1OCC(=O)NNC(=S)NC(=O)c1ccco1	4	i	0	14	-1	-13	7	4	-0.6	-1
Cc1ccc(NC(=O)Cc2ccc(-c3ccccc3)cc2)nc1	1	i	1	0	-6	-2	1	12	1.2	4
COc1ccc2oc(C(F)(F)C(F)(F)F)cc(=O)c2c1	1	i	-1	14	-1	0	6	3	-0.4	-3
CC(Oc1cccc(Cl)c1)C(=O)Nc1cc(S(=O)(=O)N2CCCCC2)ccc1N1CCOCC1 (stereo not given)	2	i	10	-2	-7	-8	-9	-6	4.0	-5
COc1ccc(CN2CCNC(=O)C2CC(=O)N(C)C2CCOCC2)c(F)c1 (stereo not given)	-4	i	1	8	-2	-8	-4	8	1.7	8
O=C(CCC(=O)Nc1nnc(C2CCCCC2)s1)NCc1cccs1	-3	i	2	10	2	-5	-14	-1	0.4	-1
O=C(CN(Cc1ccc2c(c1)OCO2)C(=O)c1cnsn1)NC1CCCC1	-3	i	0	-10	-1	-2	3	2	-1.6	4
CC(C)c1cc(C(=O)N/N=C/c2ccco2)n[nH]1	-1	i	-5	-3	0	1	-2	9	0.3	5
O=C(CCc1nnc2ccc(NCc3ccccc3Cl)nn12)NC1CCCC1	1	i	4	21	-5	-3	2	5	0.0	5
C=CC[C@H](CC(=O)OC(C)(C)C)C(=O)OC[C@H]1CCCN1C(=O)[C@H](CC=C)CC(=O)N(CCO)Cc1ccccc1	-2	i	-1	11	3	-11	-2	-3	-0.9	-3
COC(=O)c1cc(C(=O)OC)cc(N2C(=O)CC(NNC(=O)c3ccccc3Cl)C2=O)c1 (stereo not given)	1	i	0	-4	0	-1	-3	2	-1.2	2
CCc1ccc2[nH]c(=O)c(C(c3nnnn3CCOC)N3CCN(c4ccccc4F)CC3)cc2c1 (stereo not given)	0	i	-17	22	-7	-6	-2	-7	-4.7	-1
CC1(C(=O)NS(=O)(=O)c2ccccc2Cl)CCN1C(=O)C1(c2ccc(Cl)cc2)CCC1 (stereo not given)	-2	i	7	1	-2	.	-7	-9	0.1	6
NC(=O)C1CCCN(C(=O)c2ccc(NC(=O)c3cccs3)cc2)C1 (stereo not given)	0	i	-1	6	-2	-4	-5	12	-0.8	0
Cc1c(OCC(=O)NCCCN2CCOCC2)ccc2c1oc(=O)c1ccccc12	2	i	8	-12	2	-3	6	1	2.6	-10
O=[N+]([O-])c1ccc(N2CCCCC2)c(Cl)c1N1CCCCC1	0	i	0	9	2	-6	13	2	2.4	-1

As entered above.
`O=[N+]([O-])c1ccc(N2CCCCC2)c(Cl)c1N1CCCCC1` in NadD inh shows -1
`Cc1c(OCC(=O)NCCCN2CCOCC2)ccc2c1oc(=O)c1ccccc12` in SUMO1 PPI mod shows 8
